Screening data (PubChem)
ABCB1 block – inhibitors of human ABCB1 transporter, ABCG2 counter-screen; inhibition, % at 6.6 µM; hit rate 0.067% among 190,000; CCRF-Adr cells, JC-1 efflux, flow cytometry; P08183; in the data active means inhibition above about 40%;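 further: 0% = vehicle and 100% = reference inhibitor; higher value means more JC-1 retained so stronger ABCB1 efflux block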
Avidin bead fluor – avidin bead compound fluorescence profile. Avidin beads, compound fluorescence 488/530 nm, flow cytometry; active compounds read high. fluorescence (KMESF) at 10 µM. hit rate 0.38% among 220,000. AID 1775; in the data active means fluorescence above about 47; further: inactives centre near 10
Bcl-B Bim block – human Bim-Bcl-B interaction inhibition; bead-based flow cytometry, Bim peptide-Bcl-B binding; Q9HD36; hit rate 0.073% among 190,000; AID 951; inhibition, % at 10 µM;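 further: 0% = tracer peptide without compound and 100% = reference inhibitor peptide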
Target sequence (Q9HD36 whole entry, looked up): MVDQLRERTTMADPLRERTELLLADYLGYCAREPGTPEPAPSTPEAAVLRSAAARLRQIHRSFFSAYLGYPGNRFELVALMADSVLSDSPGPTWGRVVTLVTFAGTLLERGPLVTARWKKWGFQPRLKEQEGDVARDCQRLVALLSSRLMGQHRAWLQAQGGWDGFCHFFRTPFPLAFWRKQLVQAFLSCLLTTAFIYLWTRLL
RGS7-Gao reg – regulators of human RGS7-Galphao interaction | AID 1439 | P09471 | hit rate 0.35% among 220,000 | Multiplexed bead flow cytometry, RGS7-Galphao binding; actives lie on both sides | binding response (% of control), % at 10 µM; in the data active means binding response below about 49% or above about 150%; inconclusive means no clear call, values can overlap the other calls; inactive means in between;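 further: fluorescent Galphao held in activated GDP-AlF4 state binding bead-coupled RGS7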
Target sequence (P09471 whole entry, looked up): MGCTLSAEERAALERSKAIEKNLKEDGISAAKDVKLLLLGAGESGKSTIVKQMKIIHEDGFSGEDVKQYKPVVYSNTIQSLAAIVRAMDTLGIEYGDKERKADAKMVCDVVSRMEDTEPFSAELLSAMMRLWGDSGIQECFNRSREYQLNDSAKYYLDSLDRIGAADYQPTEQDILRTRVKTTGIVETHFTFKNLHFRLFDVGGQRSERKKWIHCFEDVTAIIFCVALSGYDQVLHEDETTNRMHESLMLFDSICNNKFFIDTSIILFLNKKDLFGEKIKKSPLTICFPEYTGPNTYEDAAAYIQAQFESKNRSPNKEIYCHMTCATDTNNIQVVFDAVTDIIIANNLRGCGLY
Bcl-2 Bim block – inhibitors of Bim-Bcl-2 interaction, human | P10415 | Bead-based flow cytometry, Bim peptide-Bcl-2 binding | inhibition, % at 10 µM | hit rate 0.06% among 190,000 | AID 950; in the data active means inhibition above about 40%; inconclusive means no clear call, values can overlap the other calls;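 further: 0% = no compound wells with probe peptide and 100% = reference peptide inhibitor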
Target sequence (P10415 whole entry, looked up): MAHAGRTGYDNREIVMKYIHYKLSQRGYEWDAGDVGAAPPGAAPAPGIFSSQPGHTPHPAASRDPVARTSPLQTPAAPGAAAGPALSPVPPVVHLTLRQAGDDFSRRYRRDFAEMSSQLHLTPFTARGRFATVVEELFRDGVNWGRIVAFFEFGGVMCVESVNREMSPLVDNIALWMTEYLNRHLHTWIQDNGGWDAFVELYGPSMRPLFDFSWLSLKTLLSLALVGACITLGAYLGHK
GSH fluor – GSH bead compound fluorescence profile | GSH beads flow cytometry, compound fluorescence 488/530 nm; active compounds read high | fluorescence (KMESF) at 10 µM | hit rate 0.25% among 190,000 | AID 1776; in the data active means fluorescence above about 89;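 further: glutathione beads carrying GST-tagged Bcl family fusion proteins plus one bare bead set; values are compound well signal with DMSO vehicle wells as background; inactives centre near 16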
ABCG2 inh – human ABCG2 inhibition, ABCB1 as counter-screen. IgMXP3 cells, JC-1 efflux, flow cytometry. inhibition, % at 6.6 µM. hit rate 0.1% among 190,000. AID 1325;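 active means inhibition above 80%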;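 further: 0% = DMSO and 100% = nicardipine control wells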
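Read-out basis: Efflux inhibition in percent versus controls | Test system: ABCG2 IgMXP3 and barcoded ABCB1 CCRF-Adr cell mix | Quantity: 3 million cells/mL in well | Schedule: 10 min at 25 °C | Control set: Nicardipine as high control, DMSO as low control | Reagent: JC-1 as fluorescent efflux pump substrate | Signal: Flow cytometry of retained JC-1 fluorescence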
Bim-Bfl-1 – disrupts Bim binding to human Bfl-1 | Bead-based flow cytometry, Bim-Bfl-1 binding inhibition | inhibition, % at 10 µM | hit rate 0.12% among 190,000;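 further: 0% = wells without compound plus tracer and 100% = blocker peptide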
Bcl-XL Bim block – human Bim-Bcl-XL interaction inhibition. Bim peptide-Bcl-XL binding, bead flow cytometry, fluorescence. hit rate 0.04% among 190,000. Q07817. inhibition, % at 10 µM
Bcl-W Bim block – disrupts Bim peptide binding to human Bcl-W; inhibition, % at 10 µM; Q92843; hit rate 0.02% among 190,000; bead-based flow cytometry; AID 952;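 further: 0% = bound tracer without compound and 100% = peptide blocker; higher means less fluorescent Bim peptide bound to Bcl-W beads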
Target sequence (Q92843 whole entry, looked up): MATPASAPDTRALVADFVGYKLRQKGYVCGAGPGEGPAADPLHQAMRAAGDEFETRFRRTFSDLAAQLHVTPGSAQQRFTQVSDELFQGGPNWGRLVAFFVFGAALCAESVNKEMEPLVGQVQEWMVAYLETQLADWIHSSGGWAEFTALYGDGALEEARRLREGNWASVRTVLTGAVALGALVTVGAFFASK
RGS4-Gao reg – human RGS4-Galphao interaction regulation; P09471; Multiplexed bead flow cytometry, RGS4-Galphao binding; actives lie on both sides; binding response (% of control), % at 10 µM; hit rate 0.33% among 220,000; AID 1415; in the data active means binding response below about 49% or above about 150%; inactive means in between;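 further: fluorescent Galphao activated with aluminum fluoride binding bead-coupled RGS4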
* = called active by the depositor; ? = inconclusive; nt = no result given; [ ] = another dose, or the depositor's remark. Unless noted, no stated cut-off is given here; in the data, active means inhibition above about 40%.

SMILES	ABCB1 block	Avidin bead fluor	Bcl-B Bim block	RGS7-Gao reg	Bcl-2 Bim block	GSH fluor	ABCG2 inh	Bim-Bfl-1	Bcl-XL Bim block	Bcl-W Bim block	RGS4-Gao reg
COc1ccc(CNn2c(-c3ccccc3F)nc3ccccc3c2=O)cc1OC	0.7	8	-1	91	-3	13	4	-4	2	0	94
COc1ccc(NS(=O)(=O)c2cc(NC(=O)c3ccco3)ccc2N2CCCC2)cc1	-0.1	12	-4	103	-2	12	0	6	-3	1	98
CCOc1ccc(C(=O)C[n+]2ccccc2C)cc1	0.1	5	-6	94	-4	15	8	-6	-4	-6	101
Cc1cccc(C(=O)Nc2sc3c(c2C#N)CCCCC3)c1	0.0	21	0	103	11	22	1	0	0	0	101
O=[N+]([O-])c1ccc(Oc2ccc(S(=O)(=O)N3CCCCC3)cc2)cc1	-0.4	7	5	96	8	9	-3	7	2	0	99
CC(=O)c1c(COC(=O)c2ccncc2)nc2ccccc2[n+]1[O-]	0.2	13	12	102	4	14	1	2	1	0	84
CCCCCC(=O)Nc1cc(N(C)C)nc2ccccc12	0.3	9	1	88	1	31	6	-1	0	0	87
Cc1ccc(S(=O)(=O)c2c(N)n(NC(=O)c3ccco3)c3nc4ccccc4nc23)cc1	-0.2	13	0	93	-4	14	2	0	-1	2	94
CN(CC(=O)Nc1ccc(F)cc1)C(=O)COc1ccc(C(=O)c2ccccc2)cc1	1.1	7	-2	103	-3	20	5	-7	-6	-1	102
COc1nc(Nc2ccc(OC)c(Cl)c2)nc(OC)n1	0.3	11	-15	98	-7	31	3	-6	-8	3	105
COc1cccc(OC(=O)c2cc3ccccc3oc2=O)c1	0.1	10	-4	92	2	11	1	4	2	0	92
Cc1ccc(NC(=O)C(OC(=O)c2ccc(C=O)cc2)c2ccccc2)cc1Cl (stereo unspecified)	0.4	10	-8	101	-5	11	2	-4	-6	0	105
CC(C)NC(=O)c1ccc2c(=O)n(CC3CCCO3)c(=S)[nH]c2c1 (stereo unspecified)	-1.6	9	0	106	0	21	-1	3	-4	-2	102
CCn1c(C)c(C(C)=O)c(SC)nc1=S	0.2	4	-12	91	-10	51	2	-6	-17	-2	89
Cn1ncc(Br)c1C(=O)Nc1ccc(F)cc1F	0.0	6	-1	100	2	14	3	1	-4	0	100
COc1ccc(/C(C)=N/NC(=O)CCC(=O)Nc2ccc(Cl)cc2Cl)c(OC)c1	0.9	1	-3	97	-3	8	3	-2	-6	-3	96
Cc1ccc(Sc2c(CO)c(-c3ccccc3)nn2C)cc1	0.4	17	3	100	5	9	0	-1	0	0	100
CCN1CCN(C(=O)c2ccc(Cn3c(=O)[nH]c4cc(OC)c(OC)cc4c3=O)cc2)CC1	0.3	22	-7	97	-1	10	1	-10	0	0	111
Cc1ccc(S(=O)(=O)c2ccc(NN)cc2)cc1	0.3	28	-8	110	-8	12	1	-12	-6	-3	109
O=C(Cc1c(C(=O)O)[nH]c2ccccc12)NCCN1CCN(c2cccc(Cl)c2)CC1	0.2	21	1	99	-2	21	1	1	0	0	101
CN(C)CCCNC1CS(=O)(=O)CC1O (stereo unspecified)	0.3	15	-9	100	-8	10	1	-13	-7	-1	98
Cc1nc(NCCO)c2nnn(Cc3ccccc3F)c2n1	-0.4	5	-5	104	-8	30	-1	-13	-9	0	109
CC(C)c1ccc(-c2nnn(CCC(=O)O)n2)cc1	0.6	8	0	97	-2	15	2	0	-4	0	98
Cc1ccc(C(=O)N/C(=C\c2ccco2)C(=O)NCCc2c[nH]c3ccccc23)cc1	2.4	16	0	107	-4	11	16	-8	2	2	106
Cn1c(=O)n(Cc2ccccc2F)c(=O)c2c1nc1n2CCN1Cc1ccco1	1.5	7	7	109	5	13	9	-1	11	9	102
CCNC(=S)N/N=C(\C)c1ccc2c(c1)OCCO2	1.6	1	-7	98	-1	8	18	-1	-5	-2	95
CCC(C(=O)NCCC1=CCCCC1)c1ccccc1 (stereo unspecified)	0.6	5	-5	100	-1	9	8	-3	-5	-2	100
CCCCc1ccc(NC(=S)NCC2CCCO2)cc1 (stereo unspecified)	1.4	10	-3	109	0	13	10	-4	-1	-1	106
COc1ccc(Cn2c(CCC(=O)Nc3ccc(C)cc3)nc3cccnc32)cc1	2.1	53*	-8	111	-2	36	3	-10	0	0	156*[activator]
O=C(Cn1nnc(-c2ccccc2)n1)N/N=C/c1ccc(-c2ccc(Cl)cc2)o1	-1.2	13	-18	92	-4	18	-2	-14	-17	-11	97

Reformatted: results already given.
structure,ABCB1 block,Avidin bead fluor,Bcl-B Bim block,RGS7-Gao reg,Bcl-2 Bim block,GSH fluor,ABCG2 inh,Bim-Bfl-1,Bcl-XL Bim block,Bcl-W Bim block,RGS4-Gao reg
COc1ccc(/C(C)=N/NC(=O)CCC(=O)Nc2ccc(Cl)cc2Cl)c(OC)c1,0.9,1,-3,97,-3,8,3,-2,-6,-3,96
Cc1ccc(Sc2c(CO)c(-c3ccccc3)nn2C)cc1,0.4,17,3,100,5,9,0,-1,0,0,100
CCN1CCN(C(=O)c2ccc(Cn3c(=O)[nH]c4cc(OC)c(OC)cc4c3=O)cc2)CC1,0.3,22,-7,97,-1,10,1,-10,0,0,111

More structures:
SMILES	ABCB1 block	Avidin bead fluor	Bcl-B Bim block	RGS7-Gao reg	Bcl-2 Bim block	GSH fluor	ABCG2 inh	Bim-Bfl-1	Bcl-XL Bim block	Bcl-W Bim block	RGS4-Gao reg
O=C(CCCSc1nnc(SCCCC(=O)c2ccc(F)cc2)s1)c1ccc(F)cc1	0.7	6	0	89	0	9	1	1	0	0	88
COc1cccc(NC(=O)CN2C(=O)COc3ccc(Cl)cc32)c1	0.3	25	-4	99	-7	15	3	-7	-8	-1	101
O=C(CNC(=O)c1ccc(Cl)cc1Cl)NCCCn1ccnc1	-1.8	13	-5	94	-7	34	6	-10	-8	0	96
O=C1CC(SCc2nc3ccccc3[nH]2)C(=O)N1c1ccc(F)cc1 (stereo unspecified)	0.5	16	-3	103	-4	14	2	0	-2	-3	105
Cc1nnc(SCC(=O)NCc2ccc3c(c2)OCO3)n1C	1.6	6	7	89	0	20	3	6	1	-3	95
Cc1c(C(=O)c2ccc(Br)cc2)c(=O)n(C)c(=O)n1C	0.4	29	-4	105	-1	10	6	-5	-7	-4	101
Cc1cccc2nc(-c3ccco3)c(Nc3ccccc3)n12	-0.1	12	-2	96	-1	14	4	0	-2	-3	102
O=C(OC(C(=O)NCc1ccc2c(c1)OCO2)c1ccncc1)c1ccc(Cl)nc1 (stereo unspecified)	1.5	11	-6	100	2	15	6	-6	1	5	99
Cc1ccccc1C(=O)N1CCc2cc(-c3nc(NC(=O)Cc4ccc5c(c4)OCO5)sc3C)ccc21	nt	15	-3	100	-2	10	8	2	-5	-4	101
C=CCSc1nnc(NC(=O)CSc2nnc(C)s2)s1	0.0	7	-6	86	-9	14	34	-11	-8	0	90
COc1ccc(OC)c(NC(=O)CC2SC(=NCc3ccccc3)NC2=O)c1 (stereo unspecified)	0.5	8	0	101	-5	16	3	-2	-4	-1	98
Nc1nonc1-c1noc(N2CCOCC2)n1	1.5	32	-14	91	-14	29	26	-26	-12	-9	96
CCN1C(=O)/C(=c2\s/c(=C3\Sc4ccccc4N3C)c(=O)n2C)N(C)C1=S	-0.4	10	-5	98	1	15	1	0	-2	0	100
Cc1nnnn1/C(=C\c1ccccc1)C(=O)OCC(=O)N1CC2(C)CC1CC(C)(C)C2 (stereo unspecified)	1.6	13	-7	104	0	4	3	-5	-8	-1	100
O=C(NCc1ccco1)c1cc2nc(-c3cccs3)cc(C(F)(F)F)n2n1	0.5	32	1	85	0	13	2	3	0	-2	89
CC(C)Sc1n[nH]c2nc3c(c(=O)n12)C1(CCCC1)Cc1ccccc1-3	-0.6	11	0	100	2	16	-1	6	-1	0	104
CCCC1C(c2ccccc2)C(C#N)(C#N)C2(C#N)CC1(N)NC2=O (stereo unspecified)	0.0	90*	-5	152*[activator]	2	34	0	-1	0	0	162*[activator]
CN(c1ccc(OCC(=O)OCC(=O)Nc2ccc(Br)cc2)cc1)S(=O)(=O)c1cccs1	-0.3	9	0	99	-3	4	0	-1	-4	-1	100
CC(C)c1ccc(S(=O)(=O)N2CCN(C(C)C(=O)Nc3ccccc3-c3ccccc3)CC2)cc1 (stereo unspecified)	1.2	2	-5	100	-2	8	-1	0	-1	-1	96
Cc1cc(-c2nn(-c3ccccc3F)cc2CN2CCC(O)CC2)c(C)s1	0.6	2	-6	104	-2	9	1	-7	-3	-2	103
Cc1ccc(NCC(=O)N/N=C\c2ccc([N+](=O)[O-])o2)cc1	-0.1	5	0	101	-5	6	0	-1	-3	4	99
CC(=O)c1cccc(NC(=O)CN(C)S(=O)(=O)c2ccccc2)c1	2.6	10	-3	104	-4	10	58	-5	-3	-1	105
O=C(NN1C(=O)C2C3C=CC(C4CC34)C2C1=O)c1ccc(Br)cc1 (stereo unspecified)	0.5	10	0	104	-3	22	5	-7	0	1	100
O=C(OCc1nc2ccc(Cl)cc2n1CCO)c1ccc2c(c1)OCO2	-0.1	6	0	102	0	54	0	-1	8	-1	100
COc1ccc2c(c1)N(C)C(=O)CC(c1ccccc1)=N2	0.4	1	0	100	7	19	2	9	5	12	100
Cc1nn(Cc2ccc(F)cc2Cl)c(C)c1[N+](=O)[O-]	-0.2	8	2	?	3	14	0	7	2	5	101
CC(C)(C)NC(=O)c1cccc(NC(=O)c2cccc(O)c2)c1	0.9	10	0	106	-1	8	5	0	2	-2	101
O=C(Cn1c(=O)n(CC2CCCO2)c(=O)c2ccccc21)N1CCN(c2ccccc2)CC1 (stereo unspecified)	0.5	5	-7	101	-4	40	0	-11	-4	-3	104
Cc1nc2ccccn2c1C(=O)N=Nc1c(O)n(CCC(C)C)c2ccccc12	16	26	-9	102	-7	10	60	-7	-7	-4	103
c1ccc2nc(N3CCCC3)c(N3CCCC3)nc2c1	0.4	9	1	102	0	10	1	0	4	0	99
Cc1cc(C)c(S(=O)(=O)c2ccccc2C)c(SCC(C)C)n1	0.8	5	-9	96	-9	55	6	-13	-6	-2	99
CC(C(=O)OCc1nnc(-c2ccccc2)o1)N1C(=O)C2CCCCC2C1=O (stereo unspecified)	-1.3	8	-3	95	-3	12	19	-5	-1	-3	87
Cc1ccc(C(=O)COC(=O)CNC(=O)CN2C(=O)c3ccccc3C2=O)cc1	0.2	12	-2	104	0	13	4	-5	-5	-3	105
CC12CCC(C(=O)NCc3cccnc3)(OC1=O)C2(C)C (stereo unspecified)	0.6	17	-8	101	-12	38	6	-19	-8	-1	102
CCN(C(=O)CCC(=O)N(CC)c1ccccc1)c1ccccc1	0.1	5	-5	92	0	10	-1	-3	-9	-2	91
O=C(Nc1ccccc1C(=O)N1CCOCC1)c1ccc(F)cc1	1.1	7	-7	100	-7	57	4	-8	-6	5	101
CCOC(=O)CN1C(=O)C(C)(C)Oc2ccc(C(=O)Nc3ccccc3)cc21	0.9	10	-11	104	-10	11	6	-11	-4	2	105
COC(=O)CSc1nc(C)cc(Oc2ccccc2)n1	0.1	5	-4	86	-6	13	2	-4	-2	0	89
